Screening results: PubChem, several laboratories
PDI turbidity: blocks human protein disulfide isomerase activity; PDI insulin aggregation turbidity, A650, 90 min; inhibition, % at 10 µM; actives 0.052% (n = 350,000);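 active = mean inhibition across replicates of 30% or more, whatever share of single replicates reach that level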;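 also: absorbance from insulin aggregation driven by PDI reduction with DTT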
Target sequence (P07237 whole entry, looked up): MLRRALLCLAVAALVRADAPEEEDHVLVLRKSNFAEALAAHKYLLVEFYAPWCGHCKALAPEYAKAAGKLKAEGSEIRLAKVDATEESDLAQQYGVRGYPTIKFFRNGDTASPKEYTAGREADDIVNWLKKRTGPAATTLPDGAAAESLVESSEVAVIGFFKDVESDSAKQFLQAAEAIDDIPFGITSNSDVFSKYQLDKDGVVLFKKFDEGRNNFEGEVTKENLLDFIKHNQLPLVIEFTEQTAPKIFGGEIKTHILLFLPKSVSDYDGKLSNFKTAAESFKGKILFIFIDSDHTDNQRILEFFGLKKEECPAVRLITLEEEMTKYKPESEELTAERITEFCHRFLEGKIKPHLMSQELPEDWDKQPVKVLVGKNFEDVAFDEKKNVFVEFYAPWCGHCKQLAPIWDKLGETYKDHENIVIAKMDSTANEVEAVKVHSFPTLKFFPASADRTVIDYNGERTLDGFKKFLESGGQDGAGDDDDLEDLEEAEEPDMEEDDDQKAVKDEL
Shn3 3UTR inh: reduces Shn3 3'UTR luciferase signal in osteoblasts. actives 0.52% (n = 360,000). inhibition, % at 12.5 µM. Clone20 osteoblast Shn3 3'UTR firefly luciferase, 24 h;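 active = mean inhibition of at least 75% with every replicate also reaching 75%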;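 also: 0% = median of neutral control wells and 100% = pilot-screen positive control compound; some compounds past the cut are filed as inactive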
CaV13 ICDI inh: Primary screen for inhibitors of IQ motif and Ca2+-dependent inactivation inhibitor domain binding in CACNA1D, Förster resonance energy transfer in living cells, …; inhibition, % at 12.3 µM; HEK cells, CFP/YFP FRET ICDI-IQ, plate reader, 10 min; percent FRET-ratio fall versus neutral wells; actives 0.098% (n = 340,000); AID 743397;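 active = mean replicate inhibition of at least 30% and at least 1% of replicates passing that level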;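 also: 0% = median of the neutral control wells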
Peg3 promoter: reduces Peg3 promoter-driven luciferase expression in HeLa. HeLa PEG-Prom luciferase reporter, luminescence, overnight. actives 1.7% (n = 360,000). inhibition, % at 20 µM. AID 588405;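 active = inhibition of at least 50% at 20 µM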
TRPM1 prom inh: inhibitors of MITF-driven TRPM1 promoter in melanoma cells | inhibition, % at 12.5 µM | actives 0.83% (n = 330,000) | SK-MEL-5 TRPM1 promoter luciferase, 24 h;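 active = mean inhibition across replicates of 60% or more, whatever share of single replicates reaches that level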; also: values of inactives mirror those of a sister screen read the other way
HTR2A ag: activates the mouse 5-HT2A serotonin receptor; AID 624169; P35363; activation, % at 7.6 µM; actives 0.66% (n = 360,000); CHO-K1 mHTR2A beta-arrestin complementation, luminescence; percent of 30 µM serotonin response;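 active = activation above a run cutoff, the mean activation of all tested compounds plus 3 SD, cut at about 14% in these data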;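 also: 0% = plate median of compound wells and 100% = 30 µM serotonin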
Cardio protect: modulators protecting cardiomyocytes from myocardial damage; actives 0.63% (n = 360,000); H9c2 cardiomyocytes, H2O2 injury protection, ATPLite, 2 h; protection from H2O2 cell death, % at 20 µM; AID 588492;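 active = compounds giving at least 50% protection of heart cells from peroxide-induced death in the single-dose screen, raw or plate-pattern-corrected value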;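 also: 0% = DMSO wells with peroxide and 100% = DMSO wells without peroxide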
hiPSC survival: hiPSC single-cell survival enhancement. actives 0.044% (n = 360,000). ATPlite luminescence; 100% = ROCK inhibitor wells, 0% = DMSO. survival enhancement, % at 20 µM. AID 602274; in the data active = survival enhancement above about 18%;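 also: cells exposed to compounds for 16 hours before the ATP read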
HIF-2a block: inhibitors of HIF-2a; inhibition, % at 18.8 µM; 786-0 RCC cells HIF-2a reporter, luciferase luminescence, overnight; actives 0.72% (n = 360,000);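 active = inhibition of the luminescence signal of 40% or more relative to plate controls, in a single-dose primary screen at 18.75 µM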
NR2E3 ag-1: activates human NR2E3 receptor; inhibition of corepressor binding, % at 3.98 µM; AID 602229; actives 0.35% (n = 360,000); Q9Y5X4; CHO-S Gal4-NCOR/VP16-NR2E3 two-hybrid, luciferase;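 active = inhibition above the mean of all tested compounds plus 3 SD, cut at about 70% in these data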;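 also: 0% = DMSO with NR2E3 transfected cells and 100% = cells lacking NR2E3 construct; higher means lower luciferase signal from less NR2E3 corepressor binding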
Target sequence (Q9Y5X4 whole entry, looked up, the tested form may be a part): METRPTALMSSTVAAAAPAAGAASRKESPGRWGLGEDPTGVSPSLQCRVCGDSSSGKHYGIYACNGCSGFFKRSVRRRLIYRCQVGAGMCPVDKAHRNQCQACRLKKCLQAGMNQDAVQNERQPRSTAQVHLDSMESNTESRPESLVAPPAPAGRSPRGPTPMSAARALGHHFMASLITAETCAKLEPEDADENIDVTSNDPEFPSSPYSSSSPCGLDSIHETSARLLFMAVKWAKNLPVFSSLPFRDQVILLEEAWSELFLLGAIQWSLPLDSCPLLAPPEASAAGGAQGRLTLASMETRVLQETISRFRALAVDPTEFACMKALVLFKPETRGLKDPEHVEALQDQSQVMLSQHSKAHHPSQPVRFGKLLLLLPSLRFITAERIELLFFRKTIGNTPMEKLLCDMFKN
NR2E3 ag-2: agonists of human nuclear receptor NR2E3; inhibition of corepressor binding, % at 4.78 µM; actives 0.12% (n = 320,000); GST-NR2E3/biotin-RetCOR TR-FRET, 1536-well; AID 2300;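 active = percent inhibition above the cutoff of mean plus 3 SD of all tested compounds, set per screening campaign, cut at about 20% in these data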;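 also: 0% = DMSO wells and 100% = biotin wells as full block of FRET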
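Material: NR2E3–RetCOR corepressor complex / Amount: 1.35 nM GST-NR2E3 / Medium: Tris pH 7.5 / Compound: single nominal compound dose of 4.8 µM / Incubation: 5 h at 4 °C / Technique: TR-FRET, Eu(K)-anti-GST donor, streptavidin-D2 acceptor, ex 340, em 617/671 nm / Read-out basis: percent loss of FRET ratio relative to control wells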
The depositor's hits bear a star; · = not tested or not shown.

SMILES	PDI turbidity	Shn3 3UTR inh	CaV13 ICDI inh	Peg3 promoter	TRPM1 prom inh	HTR2A ag	Cardio protect	hiPSC survival	HIF-2a block	NR2E3 ag-1	NR2E3 ag-2
CCN(CC)c1ccc(/C=N/OC(C)C(=O)Nc2ccc(C)cc2)cc1 (configuration not stated)	-5	7	-3	-5	4	-3	-14	-0.4	-1	14	-3
Cc1cc(C(=O)CSc2nnnn2-c2ccccc2)c(C)n1-c1ccc2c(c1)OCO2	-10	79	-3	17	-2	-4	-18	-2.2	2	-10	1
CCOc1ccc(NC(=O)CSc2nnc(NC(=O)C3CC3)s2)cc1	-7	1	-5	-13	1	13	-1	0.1	10	-4	1
CN1CCN(NC(=O)c2cccc(S(=O)(=O)N3CCCCCC3)c2)CC1	-1	-13	-5	3	-2	-3	-2	2.2	1	-12	0
O=C(CNC(=O)C1CCCCC1)Nc1cc(Cl)cc(Cl)c1	4	18	-4	15	1	1	0	-2.4	11	10	0
Nc1c([N+](=O)[O-])cnnc1-c1ccccc1	-4	-4	-2	7	13	3	4	4.1	12	-9	-2
Cc1ccc(-c2ccc(SCC(=O)NCC3CCCO3)nn2)cc1 (configuration not stated)	-11	-36	5	-41	2	-7	-2	-0.6	-75	-7	0
COc1ccc(/C=N/NC(=O)C(=O)Nc2ccccn2)cc1OC	-1	-1	·	6	0	-1	45	4.6	19	1	0
c1cnn(-c2nc(N3CCOCC3)nc(N3CCOCC3)n2)c1	5	16	-5	17	34	12	-1	-2.2	38	-17	0
O=C(NCCCO)/C(=C/c1ccco1)NC(=O)c1ccc(Br)o1	14	-17	-3	2	7	3	-1	3.3	5	-16	-3
c1ccc(OCc2nc3c4c(ncn3n2)-c2ccccc2CC42CCCC2)cc1	-6	10	-3	20	11	5	-10	-1.7	23	2	6
COc1ccnc2c1c(=O)n(Cc1c(F)cccc1Cl)c(=O)n2C	3	-6	-13	-13	-28	1	8	-0.4	0	-15	1
COc1cc2c(cc1C=O)OC(C)C2 (configuration not stated)	-4	-12	-2	-6	6	5	6	2.6	8	-10	3
CON/C=C(\C=Nc1ccc(F)cc1)c1ncc(C(F)(F)F)cc1Cl	-2	0	-3	11	6	1	-4	-1.4	15	4	1
COC(=O)c1cc(NC(=O)CN(C)C2CCS(=O)(=O)C2)cc(C(=O)OC)c1 (configuration not stated)	0	2	-6	3	-9	1	-7	-2.2	9	34	·
CCOC(=O)C(N=Nc1nn[nH]n1)C(C)=O (configuration not stated)	-2	-54	-5	0	·	0	5	-1.5	3	-15	·
CC(NC(=O)c1ccc(NS(C)(=O)=O)cc1)c1ccccc1 (configuration not stated)	1	8	·	9	7	-1	-2	1.8	1	-19	1
COc1ccc(/C=N/NC(=O)c2ccc3c(c2)OCCO3)cc1[N+](=O)[O-]	-2	-17	-8	12	-14	0	0	2.1	-8	-29	-7
Cc1ccc(C(C(=O)NCc2ccco2)N(C(=O)CNC(=O)c2cccs2)c2c(C)cc(C)cc2C)cc1 (configuration not stated)	0	53	-7	58*	32	-1	8	3.0	6	3	-6
Cc1ccc(C(=O)Nc2ncc3c(Cl)cccc3n2)cc1	-4	-1	·	-31	7	-1	-27	-5.3	-5	-87	-3

Look-ups from the entries so far.
`COc1ccnc2c1c(=O)n(Cc1c(F)cccc1Cl)c(=O)n2C` in TRPM1 prom inh: -28
`COC(=O)c1cc(NC(=O)CN(C)C2CCS(=O)(=O)C2)cc(C(=O)OC)c1` (configuration not stated) in hiPSC survival: -2.2

Ordered by length of the SMILES (lowest first): 14 of the compounds above.
SMILES	PDI turbidity	Shn3 3UTR inh	CaV13 ICDI inh	Peg3 promoter	TRPM1 prom inh	HTR2A ag	Cardio protect	hiPSC survival	HIF-2a block	NR2E3 ag-1	NR2E3 ag-2
COc1cc2c(cc1C=O)OC(C)C2 (configuration not stated)	-4	-12	-2	-6	6	5	6	2.6	8	-10	3
CCOC(=O)C(N=Nc1nn[nH]n1)C(C)=O (configuration not stated)	-2	-54	-5	0	·	0	5	-1.5	3	-15	·
Nc1c([N+](=O)[O-])cnnc1-c1ccccc1	-4	-4	-2	7	13	3	4	4.1	12	-9	-2
Cc1ccc(C(=O)Nc2ncc3c(Cl)cccc3n2)cc1	-4	-1	·	-31	7	-1	-27	-5.3	-5	-87	-3
O=C(CNC(=O)C1CCCCC1)Nc1cc(Cl)cc(Cl)c1	4	18	-4	15	1	1	0	-2.4	11	10	0
Cc1ccc(-c2ccc(SCC(=O)NCC3CCCO3)nn2)cc1 (configuration not stated)	-11	-36	5	-41	2	-7	-2	-0.6	-75	-7	0
COc1ccc(/C=N/NC(=O)C(=O)Nc2ccccn2)cc1OC	-1	-1	·	6	0	-1	45	4.6	19	1	0
O=C(NCCCO)/C(=C/c1ccco1)NC(=O)c1ccc(Br)o1	14	-17	-3	2	7	3	-1	3.3	5	-16	-3
CON/C=C(\C=Nc1ccc(F)cc1)c1ncc(C(F)(F)F)cc1Cl	-2	0	-3	11	6	1	-4	-1.4	15	4	1
CN1CCN(NC(=O)c2cccc(S(=O)(=O)N3CCCCCC3)c2)CC1	-1	-13	-5	3	-2	-3	-2	2.2	1	-12	0
c1ccc(OCc2nc3c4c(ncn3n2)-c2ccccc2CC42CCCC2)cc1	-6	10	-3	20	11	5	-10	-1.7	23	2	6
COc1ccc(/C=N/NC(=O)c2ccc3c(c2)OCCO3)cc1[N+](=O)[O-]	-2	-17	-8	12	-14	0	0	2.1	-8	-29	-7
COC(=O)c1cc(NC(=O)CN(C)C2CCS(=O)(=O)C2)cc(C(=O)OC)c1 (configuration not stated)	0	2	-6	3	-9	1	-7	-2.2	9	34	·
Cc1ccc(C(C(=O)NCc2ccco2)N(C(=O)CNC(=O)c2cccs2)c2c(C)cc(C)cc2C)cc1 (configuration not stated)	0	53	-7	58*	32	-1	8	3.0	6	3	-6

Further records follow.
SMILES	PDI turbidity	Shn3 3UTR inh	CaV13 ICDI inh	Peg3 promoter	TRPM1 prom inh	HTR2A ag	Cardio protect	hiPSC survival	HIF-2a block	NR2E3 ag-1	NR2E3 ag-2
COc1ccc(Nc2nc(N3CCN(S(C)(=O)=O)CC3)nc3ccccc23)c(OC)c1	-7	14	-5	0	-3	-4	11	0.0	8	-34	3
COc1ccc(OC)c(NC(=O)CN2C(=O)C(C)N(c3ccc(C)cc3)C2=O)c1 (configuration not stated)	2	17	-2	-7	-1	2	-3	-0.3	-22	-3	-1
O=C(NCc1ccccn1)c1cnc2sccn2c1=O	12	7	-2	7	5	3	9	-1.2	11	-26	-3
Cc1oc(CC(C)C)cc1C(=O)NCCCC(=O)O	5	18	-7	3	0	3	1	-0.8	7	-14	4
O=C(CSc1nnc(NC(=O)C2CCC2)s1)Nc1ccc(N2CCOCC2)cc1	4	-8	-4	17	5	-4	8	-1.5	4	-14	-4
COc1ccc(N2CC(O)=C(c3nc4ccccc4s3)C2=N)cc1	2	23	-8	-13	-16	1	0	0.4	-61	-19	-5
COc1cc(F)ccc1-c1cc(C(=O)NCc2ccc(C(F)(F)F)cc2)[nH]n1	-1	-4	-3	-12	·	-1	-6	6.3	-13	-27	·
COc1ccc(N2C(=O)CC(N3CCN(c4ccccc4OC)CC3)C2=O)cc1 (configuration not stated)	-3	-8	-2	9	-1	0	-5	-0.3	16	-14	-1
O=C(NNC(=O)c1ccncc1)Nc1ccc(Br)cc1	2	-9	-17	-122	-27	-2	-3	3.7	-146	-9	·
Cc1ccc(OCC(=O)Nc2ccc(C(=O)Nc3ccccc3C(=O)O)cc2)cc1C	-2	2	-5	3	·	4	6	0.3	-2	8	·
CC(C)C(=O)NC(c1ccco1)c1c(O)ccc2ccccc12 (configuration not stated)	10	-12	-8	34	-5	-2	-9	-3.3	11	-4	4
CC(C)Oc1ccc(C(=O)NC2CCN(Cc3ccccc3)CC2)cc1	5	20	-4	2	-23	-10	7	-0.5	11	-6	0
O=C(NC(=O)c1c(F)cccc1F)Nc1ccccc1SC(F)F	9	5	-5	-19	-7	0	6	-0.3	-47	-55	-1
CCc1nnc(NC(=O)C2CCN(c3nc(C)cc(C)n3)CC2)s1	1	13	-3	10	10	0	0	1.0	11	-8	4
O=C(NC1CC1)c1c[nH]c2ccc(S(=O)(=O)Nc3cccc(C(F)(F)F)c3)cc2c1=O	7	-11	·	18	10	3	-9	9.2	4	-4	-2
CNC(=O)COc1ncnc2sccc12	4	11	-2	3	-3	-3	2	-0.2	1	-14	·
O=C(NCCC1=CCCCC1)C1CCN(S(=O)(=O)c2cnc[nH]2)CC1	-6	-4	-4	15	-4	1	14	0.8	3	-6	5
CCc1cc2c(=O)n(-c3ccccc3)c(SCC(=O)O)nc2s1	5	13	-4	6	-3	-2	5	0.4	17	-16	3
O=C(O)c1ccccc1Nc1ccc2nonc2c1[N+](=O)[O-]	-3	-34	-5	16	-3	-11	9	-0.3	16	-20	·
Cc1cc(C)c(C)c(OCC(=O)NCc2nc(-c3ccccc3)no2)c1	17	6	-5	-7	-21	0	-13	0.5	-26	-22	2
CCn1c(Cc2ccccc2)nnc1SCC(=O)Nc1ccc(N)cc1	12	-1	-7	-6	-2	-3	4	-0.7	-19	-1	1
COc1ccc(-c2nc3ccc(C)cn3c2NCc2ccccc2)cc1SC1CCCCC1	-3	98*	·	33	-8	-5	-20	-2.0	-28	-7	1
CCc1ccc(NC(=O)C2CCCN2S(=O)(=O)c2ccc3c(c2)n(C)c(=O)c(=O)n3C)cc1 (configuration not stated)	8	-3	-6	17	5	0	1	-0.6	16	-1	-2
CC(=O)N/C(=C/c1ccccc1)C(=O)NCCO	-9	-10	-4	-6	-1	7	14	4.3	6	16	-1
N=c1c2c(-c3ccccc3)c(-c3ccccc3)n(Cc3ccco3)c2ncn1CCCN1CCOCC1	2	20	-2	99*	3	-2	-16	-0.7	7	-3	4
CC(/C=N/NC(=O)c1cc(-c2ccccc2)nc2ccccc12)=C\c1ccco1	-1	18	-4	-4	25	-7	0	-0.8	-7	-68	-2
Cc1c(N)c(=O)n(-c2ccccc2)n1C	3	8	-5	2	-5	-8	13	-4.2	2	8	0
CCC(OC(=O)c1cccs1)C(=O)NCc1ccc(C)cc1 (configuration not stated)	1	7	7	6	7	-5	3	-2.3	0	22	0
CN(C(=O)COC(=O)Cc1c(Cl)cccc1Cl)c1c(N)n(Cc2ccccc2)c(=O)[nH]c1=O	-7	9	-2	5	3	-1	0	-0.4	22	11	2
COc1ccccc1NC(=O)N1CCN(c2ccccc2F)CC1	0	8	-5	-4	3	4	1	-3.4	-16	9	0
